Screening results deposited in PubChem by The Scripps Research Institute Molecular Screening Center.
M5 ag: agonists of human muscarinic M5 receptor (CHRM5) | activation, % at 3 µM | AID 624037 | CHO-K1 hM5 cells, Fluo-8 calcium fluorescence; 0% DMSO wells, 100% maximal acetylcholine response | 360,000 tested, 0.19% active;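 active = activation above the run's mean over test compounds plus 3 SD, cut at about 23% in these data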;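 note: signal is peak over basal fluorescence ratio across the kinetic read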
Target sequence (P08912 whole entry, looked up): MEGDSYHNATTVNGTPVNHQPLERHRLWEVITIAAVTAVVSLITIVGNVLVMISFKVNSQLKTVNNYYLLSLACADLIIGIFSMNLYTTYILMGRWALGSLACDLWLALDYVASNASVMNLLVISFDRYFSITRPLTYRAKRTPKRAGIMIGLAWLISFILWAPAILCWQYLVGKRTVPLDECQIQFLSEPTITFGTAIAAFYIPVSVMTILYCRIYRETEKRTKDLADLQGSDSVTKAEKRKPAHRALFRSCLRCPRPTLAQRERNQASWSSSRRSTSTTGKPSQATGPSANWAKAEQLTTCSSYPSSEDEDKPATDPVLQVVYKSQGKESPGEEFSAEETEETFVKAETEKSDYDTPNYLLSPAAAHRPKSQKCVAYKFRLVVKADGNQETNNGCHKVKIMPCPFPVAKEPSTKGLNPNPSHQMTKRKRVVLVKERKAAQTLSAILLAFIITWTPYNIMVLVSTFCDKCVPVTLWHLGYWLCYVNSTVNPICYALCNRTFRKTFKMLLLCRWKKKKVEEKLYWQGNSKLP
M5 PAM: positive allosteric modulators of human muscarinic M5 receptor. P08912. CHO-K1 hM5, Fluo-8 calcium, ACh EC20 PAM; 0% = ACh EC20, 100% = ACh EC100. activation, % at 3 µM. 360,000 tested, 0.3% active. AID 624038;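 active = activation above the run cutoff, the mean activation of all test compounds plus 3 SD, cut at about 18% in these data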
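System: CHO-K1 cell line with stable human muscarinic M5 receptor expression | Also added: EC20 acetylcholine as agonist stimulus | Compound: One concentration, 3 µM final (nominal) | Timing: Fluo-8 loading 80 min at 37 °C plus 30 min room temperature | Measured by: Fluo-8 calcium dye fluorescence, kinetic read | Read-out basis: % activation, ACh-normalized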
CHRM4 antagonist: antagonists of human muscarinic M4 receptor (CHRM4); P08173; CHO-hM4 cells, ACh EC80, Fluo-8 calcium fluorescence; inhibition, % at 3 µM; 360,000 tested, 0.73% active;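 active = inhibition above its plate's cutoff, the mean inhibition of sample wells plus 3 SD, cut at about 27% in these data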;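 note: 0% = acetylcholine EC80 with DMSO and 100% = DMSO without agonist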
CHRM4 agonist: CHRM4 agonism in calcium assay. activation, % at 3 µM. 360,000 tested, 0.14% active. CHO-K1 hM4/Gqi5, Fluo-8 calcium fluorescence; vehicle 0%, full acetylcholine response 100%;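 active = activation above the run mean over all test wells plus 3 SD, cut at about 32% in these data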;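 note: peak over basal fluorescence ratio per well then scaled between controls; 0% = DMSO wells and 100% = acetylcholine at EC100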
CHRM1 agonist: agonists of human M1 muscarinic receptor | P11229 | CHO-K1 hM1, Fluo-8 calcium fluorescence, agonist mode; 0% DMSO, 100% acetylcholine EC100 | 360,000 tested, 0.33% active | activation, % at 3 µM | AID 588814;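 active = activation above the run's mean compound activation plus 3 SD, cut at about 16% in these data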;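 note: peak over basal fluorescence ratio within a 140 s kinetic read after compound addition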
M5 antag: blocks acetylcholine activation of human M5 receptor; P08912; CHO-hM5 cells, Fluo-8 calcium fluorescence, ACh EC80; inhibition, % at 3 µM; 360,000 tested, 0.59% active; AID 624040;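 active = inhibition above a per-plate cutoff, the mean of that plate's test compounds plus 3 SD, cut at about 27% in these data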;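 note: 0% = acetylcholine EC80 with DMSO and 100% = DMSO without agonist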
M1 antag: antagonists of human M1 muscarinic receptor; P11229; CHO-K1 hM1, Fluo-8 calcium fluorescence, ACh EC80 antagonist; inhibition, % at 3 µM; 360,000 tested, 1.3% active; AID 588852;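 active = percent inhibition above its own plate's cutoff, namely the mean of that plate's compound wells plus 3 SD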;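 note: peak over basal fluorescence ratio during 140 s after agonist addition; 0% = ACh EC80 plus DMSO and 100% = DMSO alone without agonist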
TAAR1 ag: human TAAR1 agonism; 360,000 tested, 0.99% active; Q96RJ0; AID 624467; CHO RD-HGA16 TAAR1, Fluo-8 calcium fluorescence; vehicle wells 0%, saturating PEA agonist 100%; activation, % at 3 µM;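 active = activation above the mean activation of all test compounds in the run plus 3 SD, cut at about 38% in these data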
Target sequence (Q96RJ0 whole entry, looked up): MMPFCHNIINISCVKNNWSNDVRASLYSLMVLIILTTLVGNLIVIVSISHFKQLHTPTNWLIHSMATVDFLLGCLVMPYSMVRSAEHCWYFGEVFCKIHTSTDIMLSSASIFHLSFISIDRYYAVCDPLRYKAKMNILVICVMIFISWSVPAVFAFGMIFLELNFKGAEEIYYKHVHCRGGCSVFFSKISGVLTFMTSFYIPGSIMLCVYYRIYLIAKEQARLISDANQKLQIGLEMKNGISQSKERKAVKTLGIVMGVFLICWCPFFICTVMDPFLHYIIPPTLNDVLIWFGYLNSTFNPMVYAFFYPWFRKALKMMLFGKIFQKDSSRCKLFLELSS
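Assay system: CHO-derived RD-HGA16 cells with stable Gα16 and human TAAR1; timing: 17-24 h seeding, 75 min 37 °C dye, 30 min RT; read-out: % activation from peak over basal fluorescence ratio, DMSO-to-PEA scaled; measured by: kinetic Fluo-8 calcium fluorescence; benchmarks: low control DMSO, high control PEA (EC100); doses: 3 µM single concentration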
M1 PAM: positive allosteric modulators of human M1 muscarinic receptor | P11229 | CHO-K1 hM1, Fluo-8 calcium fluorescence, ACh EC20; 0% = ACh EC20, 100% = maximal ACh | activation, % at 3 µM | 360,000 tested, 0.088% active | AID 588819; in the data active = activation above about 19%, passing the limit was not always enough
The depositor's hits bear a star; · = no result given.

Structure | M5 ag | M5 PAM | M1 antag | CHRM4 agonist | TAAR1 ag | M5 antag | CHRM1 agonist | CHRM4 antagonist | M1 PAM
COc1ccc(NC(=O)N2CCC3(CC2)OCCO3)cc1 | -4 | 3 | -3 | 1 | 7 | -10 | -8 | 1 | 7
COc1ccccc1N1CCN(Cc2ccc(Br)cc2)CC1 | -23 | -13 | 7 | 1 | 1 | 17 | -10 | 3 | -7
O=C(c1ccc(Cl)cc1)C1CCCN(Cc2ccon2)C1 (stereo not drawn) | -6 | -2 | -10 | 1 | -1 | 8 | -12 | 13 | 10
COc1ccc(C2=NCC(=O)N(CC(=O)NCc3ccco3)c3sc4c(c32)CCCC4)cc1OC | 5 | -3 | 15 | 8 | 11 | 2 | 0 | 0 | -16
O=c1[nH]c(=O)n(-c2cccc3ccccc23)c(O)c1/C=N/N1CCCCC1 | 10 | -4 | 6 | 1 | 0 | 9 | 6 | 1 | 3
C/C=C1/C[N+]2(C)CCC34C(=C(C=O)[C@H]1C[C@@H]32)Nc1ccccc14 (stereo partly drawn) | 0 | 2 | -24 | 0 | 0 | -8 | -1 | 7 | -2
CC1=CC(O)C(O)C2(C)C1CC1OC(=O)C(O)C3C(C)C(O)C4(O)OCC13C42 (stereo not drawn) | 5 | 1 | -14 | 1 | · | -6 | -3 | -15 | 6
C(=NC12CN3CN(CN(C3)C1)C2)c1cccnc1 | 0 | 14 | -3 | 1 | 6 | -3 | 0 | 3 | 4
COc1ccc(OC)c(-n2c(O)c(C=NCc3ccc4c(c3)OCO4)c(=O)[nH]c2=O)c1 | 2 | 3 | -5 | 1 | 1 | -10 | -6 | -1 | 7
CCCCC1(CCC)C(=O)NC(=S)NC1=O | -1 | 11 | -30 | 0 | 3 | -6 | -1 | -20 | 22
C=CCN1CCC2(C)c3cc(O)ccc3CC1C2C (stereo not drawn) | -1 | -9 | -19 | 1 | 0 | 5 | -4 | 6 | 1
CC1=Nc2cc(C(=O)N3CCC4(CC3)OCCO4)ccc2Sc2ccc(Cl)cc21 | -1 | 4 | -2 | 2 | 3 | -7 | -4 | 16 | -1
CC(=O)N1N=C(c2c(O)n(C)c(=O)n(C)c2=O)CC1c1ccccc1 (stereo not drawn) | -1 | 8 | -8 | 0 | 0 | -4 | -3 | 5 | 5
C[C@]12CC[C@H](N)CC1=CCC1C2CC[C@@]2(C)C1CC[C@@H]2O (stereo partly drawn) | 5 | 6 | -5 | 3 | 4 | -5 | -6 | -11 | 1
COc1cc(C2c3cc(O)c(OC)cc3CC3C(=O)OCC32)ccc1O (stereo not drawn) | 2 | 3 | 4 | 2 | 1 | 6 | -2 | -5 | -1
CCCCCCN=C(CC)c1c(O)n(CCCC)c(=O)[nH]c1=O | 3 | -9 | 5 | 5 | 19 | 9 | 5 | 8 | 0
Cc1cccc(-n2c(O)c(C=NC34CN5CN(CN(C5)C3)C4)c(=O)[nH]c2=O)c1 | 1 | -1 | -4 | 0 | 4 | 5 | -6 | 1 | 6
COC(=O)C1=C(c2ccccc2OCc2ccccc2)C[C@@H]2CC[C@H]1N2C(=O)NCc1cccc(F)c1 | -6 | -12 | 1 | 4 | 14 | 8 | -6 | 2 | -1
CC1(C)C2([N+](=O)[O-])CN3CN(C2)CC1([N+](=O)[O-])C3 | 0 | 3 | -7 | 1 | 0 | -7 | 2 | -6 | 7
CC(=O)N1N=C(c2cccnc2)OC1c1ccccc1Cl (stereo not drawn) | -2 | -4 | -3 | 0 | 0 | 4 | -3 | -4 | 4
O=c1[nH]c(=O)n(Cc2ccco2)c(O)c1/C=N/N1CCCCC1 | 8 | 0 | -2 | 1 | 12 | 0 | 6 | -2 | 6
CCOC(=O)C1(CCc2ccccc2)CCN(Cc2ccc(NC(C)=O)cc2)CC1 | -24 | -33 | -10 | 3 | 7 | 5 | -10 | -11 | 4
N#Cc1cc2c(nc1SCC(=O)Nc1cc(Cl)ccc1Cl)C1CCN2CC1 | 0 | -3 | -8 | 2 | 8 | 3 | -4 | 6 | 2
Cn1ccc(NC(=O)CCl)n1 | -1 | 1 | -12 | 2 | 3 | 2 | -3 | -2 | 9

Just TAAR1 ag and CHRM1 agonist, for 2 of the compounds above:
structure	TAAR1 ag	CHRM1 agonist
CC(=O)N1N=C(c2c(O)n(C)c(=O)n(C)c2=O)CC1c1ccccc1 (stereo not drawn)	0	-3
C[C@]12CC[C@H](N)CC1=CCC1C2CC[C@@]2(C)C1CC[C@@H]2O (stereo partly drawn)	4	-6

Carrying on.
Structure | M5 ag | M5 PAM | M1 antag | CHRM4 agonist | TAAR1 ag | M5 antag | CHRM1 agonist | CHRM4 antagonist | M1 PAM
CC#CP(=O)(OC)C(O)(CF)c1ccccc1 (stereo not drawn) | 3 | 3 | -1 | 0 | 1 | -1 | -8 | 4 | 10
CN(C)C1=NC(N(C)C)=NP(N(C)C)(N(C)C)=N1 | -4 | 0 | -11 | 0 | 5 | 3 | -3 | 0 | 8
Cc1ccc(N2C(=O)NC(=O)/C(=C\c3ccc(N4CCOCC4)cc3)C2=O)cc1 | 2 | -1 | 1 | 0 | 4 | -4 | -5 | 2 | 6
Cc1ccc(CN2CCC3CCC(C3)C2)c(O)c1 (stereo not drawn) | -11 | 3 | 13 | 1 | -1 | 6 | -5 | 5 | -11
Cc1cc(C(=O)CS(=O)(=O)c2ccc(F)cc2)cc(C)c1OC(=O)N(C)C | -3 | -5 | -2 | 1 | 4 | -6 | -11 | -13 | 2
CCOc1ccc(-n2c(O)c(N=Nc3ccc([N+](=O)[O-])cc3)c(=O)[nH]c2=O)cc1 | 1 | 7 | -7 | -1 | 3 | 0 | -3 | -3 | 5
O=P(c1ccccc1)(c1ccccc1)N1CCCCC1 | -2 | -3 | -4 | 0 | 8 | 3 | -2 | 4 | 6
O=[N+]([O-])c1cccc(CN2CCN(Cc3ccc(Cl)cc3)CC2)c1 | -11 | -10 | 3 | 0 | 0 | -12 | -14 | -4 | -12
CC(C)CN1CCN(Cc2ccc(F)cc2Cl)CC1CCO (stereo not drawn) | -10 | 3 | -8 | 0 | 0 | 0 | -7 | -17 | 1
CNCCc1ccc(OC)c(OC)c1 | 0 | 4 | -12 | 1 | 3 | 1 | -2 | -10 | 7
Cc1cccc(CNCCc2c[nH]c3ccccc23)c1 | 0 | 0 | 3 | 14 | 7 | 5 | -1 | 10 | 4
Cc1ccc(OCC(=O)N2CCN(C3CCC(c4ccccc4)CC3)CC2)cc1 (stereo not drawn) | -14 | 8 | -1 | 2 | -1 | -14 | -6 | -12 | -3
CCn1cc(C=C2C(=O)NC(=O)NC2=O)c2ccccc21 | 0 | 1 | -12 | 1 | 0 | 3 | -6 | 0 | 8
COc1ccc(OC)c(C(c2c(O)c3ccccc3oc2=O)c2c(C)n(C)n(-c3ccccc3)c2=O)c1 (stereo not drawn) | 3 | 5 | -1 | 0 | -2 | -8 | -3 | -8 | 0
CCCCN1C(=O)/C(=C/c2ccc(N(C)C)cc2)C(=O)N(Cc2ccco2)C1=O | 1 | -5 | 1 | 5 | 27 | 1 | 2 | 1 | 5
CC(C)(C)C(=O)O[C@H]1CC[C@@]2(C)C(=CC(=O)C3C2CC[C@]2(C)C(=O)[C@H](O)CC32)C1 (stereo partly drawn) | 6 | -3 | -9 | 4 | 0 | 4 | 0 | -11 | 5
N#Cc1ccccc1Cn1cc(C(=O)C2CC2)c2ccccc21 | -4 | -6 | -1 | -1 | 18 | -7 | -1 | -9 | 7
COc1ccc(C(SCC(NC(=O)OCc2ccccc2)C(=O)O)c2ccc(OC)cc2)cc1 (stereo not drawn) | -1 | -2 | -10 | -1 | 1 | 14 | 0 | 0 | 10
COc1ccccc1OCCCn1cc(C(=O)C2CC2)c2ccccc21 | -7 | -1 | 6 | 4 | 3 | 3 | -4 | -24 | 2
O=C(CCC(=O)N1CC2C[C@@H](C1)Cn1c2cccc1=O)NCCc1ccccc1 | -3 | 2 | -14 | 2 | 7 | -2 | -3 | -15 | 5
Cc1cc(/C=C2\C(=O)NC(=O)N(c3ccc(F)cc3)C2=O)c(C)n1-c1cccc(C(=O)O)c1 | 2 | 1 | -2 | 3 | 14 | 10 | -4 | 7 | 0
OC(CNC1CCCCC1)c1ccccc1 (stereo not drawn) | -3 | -2 | -2 | 1 | 1 | 6 | -3 | 0 | 1
COCc1cc(OC(=O)N(C)C)nc2c1c(C)nn2C | 1 | 0 | -13 | 1 | 3 | 2 | -1 | -2 | 9
COc1cccc(C2(O)CCN(CC(=O)Nc3nc(C)cs3)CC2)c1 | 1 | 1 | 0 | 1 | 4 | 0 | -7 | 2 | 5
c1ccc(-c2nc(N3CCOCC3)s[n+]2-c2ccccc2)cc1 | -1 | -2 | -3 | 1 | 2 | 1 | -3 | 8 | -2
COc1ccc(/C=C/C(=O)c2c(O)n(CCC3=CCCCC3)c(=O)[nH]c2=O)cc1OC | -1 | 0 | -7 | 0 | 1 | 1 | -2 | 0 | 3
C[C@]12CCC3C(CCC4=CC(O)CC[C@@]43/C=N/O)C1(O)CCC2C1=CC(=O)OC1 (stereo partly drawn) | -4 | -3 | 12 | 1 | 0 | 8 | 7 | -16 | 15
O=C1c2cccc(N3CCNCC3)c2C2CCCCN12 (stereo not drawn) | -6 | 5 | 15 | -2 | 0 | -1 | -11 | -2 | -5
Cc1nc2cc(-c3cccc(F)c3)nn2c(C)c1CCC(=O)N1CCC2(CC1)OCCO2 | 1 | 2 | -3 | 2 | 1 | -1 | -3 | 9 | 5
O=c1[nH]c2ccccc2n1C1CCN(Cc2ccc(-c3nc4ccc(F)cc4nc3-c3ccccc3)cc2)CC1 | 7 | -13 | · | 3 | -2 | 13 | · | 2 | ·
O=C1CC23c4ccccc4N4C(=O)CC5OCC=C6CN1C2CC6C5C43 (stereo not drawn) | 0 | -10 | -16 | 1 | 0 | 12 | 7 | 3 | 6
ClC(Cl)=C(c1ccc(Cl)cc1)c1ccc(Cl)cc1 | 2 | 0 | -18 | 0 | 1 | -2 | 1 | 8 | -1
C[N+](C)(C)CCOC(=O)CBr | 37* | -15 | -34 | 1 | 0 | -1 | 20* | -8 | 7
FC(F)(F)Oc1ccc(NC2=NCCCS2)cc1 | -6 | -3 | 14 | 1 | 4 | 10 | -10 | -3 | -9
N=c1sccn1Cc1ccc(Cl)cc1Cl | -6 | -10 | 6 | 2 | -3 | 1 | -9 | -1 | -8
c1ccc2sc(N3CCNCC3)nc2c1 | -6 | -4 | 6 | 4 | 10 | 14 | -7 | 3 | -2
Oc1ccc(/C=N/NP(=S)(c2ccccc2)c2ccccc2)cc1O | 2 | -3 | -10 | 0 | 1 | 6 | 0 | 8 | 7

Only part of the results is shown; rates above refer to the full screens.
